Screening results from PubChem BioAssay.
UDG counterscr: counter-screen for AID inhibitors: uracil-DNA glycosylase inhibition; FRET deamination/UDG coupled assay, UDG read, 4 h; Potency, µM (titrated, usually from 115 µM), inactives show at the highest dose activity change, negative = inhibition, actives largely listed as inhibitors; AID 1347430; actives 0.14% (n = 91,000); also: nearly all actives have a fitted effect of over 65% in size
AID inh: activation induced cytidine deaminase inhibition; AID deamination FRET fluorescence, UDG-coupled, 4 h; Potency, µM (doses to about 115 µM), for inactives: at the top dose activity change, negative = inhibition, most hits filed as inhibitors; actives 0.32% (n = 91,000); also: nearly all actives have a fitted effect of over 25% in size
Target sequence (Q9GZX7 whole entry, looked up): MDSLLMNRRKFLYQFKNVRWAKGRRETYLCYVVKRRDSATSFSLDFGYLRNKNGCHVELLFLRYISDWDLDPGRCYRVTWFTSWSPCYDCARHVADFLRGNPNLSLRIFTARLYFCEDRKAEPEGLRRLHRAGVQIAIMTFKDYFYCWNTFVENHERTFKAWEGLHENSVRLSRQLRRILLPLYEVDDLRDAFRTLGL
Numbers without * were called inactive; ? = inconclusive; [ ] = another dose, or the depositor's remark. Calls follow the shape of the dose curve; as a rule, active = well fitted curve in the direction sought with a large enough effect; inconclusive = small, poorly fitted or top-dose-only effect, or another doubt; inactive = no such curve, though single readings can be large; an effect the other way counts as inactive or inconclusive. % is scaled to controls: 0 for no effect and ±100 for the full control effect; potency is read from the fitted curve at half-maximal effect. A portion of the library; rates above refer to the full screens.

Compound	UDG counterscr	AID inh
CC1=C(OS(=O)(=O)c2ccc(C)cc2)C(C)(C)C(c2ccccc2)OC1=O (centres undefined)	1%	2%
CC1CCN(S(=O)(=O)c2ccc3c(ccc(=O)n3CC(=O)Nc3cccc(F)c3)c2)CC1	-8%	0%
CC(C)(C)c1ccc(O)c(NC(=O)Cc2n[nH]c(=O)c3ccccc23)c1	-1%	3%
COc1ccc(CNC(=O)c2cc3c(=O)n(Cc4ccc(OC)cc4)ccc3nc2C)cc1	-3%	-5%
COc1ccc(N2CCN(C(=O)Cc3coc4ccc(C)cc34)CC2)cc1	-8%	?
COc1ccc(NC(=O)CSc2nccn2C2CCCC2)cc1OC	-1%	-7%
COc1ccc(NS(=O)(=O)c2ccc(NS(=O)(=O)c3ccc4c(c3)OCCO4)cc2)cc1	7%	-2%
N#Cc1cccc(/C=C/C(=O)NCCc2cccs2)c1	-3%	-11%
CCCOc1ccc(C2C(=O)N(C3CCC(C)CC3)CC(=O)N2CCC2=CCCCC2)cc1OC (centres undefined)	-1%[57.5 µM]	11%
CCC(=O)N1c2ccccc2CC1C(=O)NCc1ccccc1C (centres undefined)	12%	1%
CC(C)c1ccc(C(=O)Nc2cc(C(F)(F)F)ccc2Cl)cc1	3%	-5%
COc1ccc(CNC(=O)CN2C(=O)CSc3ccc(S(=O)(=O)N(C)C)cc32)cc1	-16%	1%
COc1cccc(C(=O)Nc2c3c(nn2-c2ccc(C)cc2C)CS(=O)(=O)C3)c1OC	-9%	-17%
COc1ccc(CCNC(=O)c2cc(Nc3ccccc3)nc3ccccc23)cc1OC	-13%[57.5 µM]	?
CC(=O)N1CCN(c2csc3ccc(F)cc3c2=O)CC1	0%	-29%
CCCCn1c(NCc2ccc(N(C)C)cc2)nc2ccccc21	-18%	-3%
COCCNc1oc(COc2ccccc2C)nc1C#N	5%	4%
CSc1cccc(NC(=O)C2CCN(S(=O)(=O)c3ccc4[nH]c(=O)ccc4c3)CC2)c1	-4%	10%
Cc1ncc(CO)c2c1Oc1nc(-c3ccccc3Cl)nc(SCc3ccccc3F)c1C2	6%	-6%
COc1cc(OC)c(NC(=O)c2cc(C)nc3c2c(C)nn3-c2ccc(C)cc2)cc1Cl	-2%	0%

Some values from the results shown.
AID inh with COc1ccc(NC(=O)CSc2nccn2C2CCCC2)cc1OC → -7%
UDG counterscr with CSc1cccc(NC(=O)C2CCN(S(=O)(=O)c3ccc4[nH]c(=O)ccc4c3)CC2)c1 → -4%
UDG counterscr with COc1ccc(CNC(=O)CN2C(=O)CSc3ccc(S(=O)(=O)N(C)C)cc32)cc1 → -16%

(more compounds)
Compound	UDG counterscr	AID inh
CC1(C(=O)NCc2ccccc2)Cn2nc(-c3ccccc3)cc2C(=O)N1Cc1ccco1 (centres undefined)	1%	-7%
CC(C)NC(=S)N/N=C1\CCc2ccccc21	-12%	0%
CCc1c(C)sc2c1CCN(C(=O)Nc1ccccc1Cl)C2c1ccc(OC)cc1 (centres undefined)	-11%	-21%
Cc1nc2ccn(Cc3ccco3)c(=O)c2cc1C(=O)N1CCN(c2ccccc2)CC1	0%[57.5 µM]	3%
COc1ccc(NC(=O)C(NC(=O)Cc2cccs2)c2ccc(OC)cc2)cc1 (centres undefined)	-8%	2%
O=C(Nc1cc(Cl)ccc1Cl)C1=C(c2ccccc2)S(=O)(=O)CCO1	10%	0%
COc1cc(-c2cc(OC)c3c(C)oc(C)c3c(=O)c2)ccc1OC(=O)c1ccccc1Cl	-13%	?
Fc1ccc(-c2ccc(CNCC3CCNCC3)o2)cc1	-4%	-1%
Cc1ccc(CN(C)C(=O)CS(=O)(=O)Cc2nc(-c3ccccc3)oc2C)cc1	-9%	-12%
Cc1ccc(SCCNC(=O)CC2C=CCC2)cc1C (centres undefined)	3%	-6%
O=C1CCC/C(=N/NC(=O)c2cc(-c3ccc(Cl)cc3)nc3ccccc23)C1	-4%	4%
CC(C)c1ccc(NC(=O)c2ccc(F)c(S(=O)(=O)N3CCN(c4ccccc4F)CC3)c2)cc1	-10%	16%
CCCc1cc(=O)oc2cc(OCC(=O)OC)ccc12	-8%	0%
COc1cccc2cc(-c3cc(=O)oc4ccc(OS(C)(=O)=O)cc34)oc12	1%	0%
COc1cccc(CN2C(=O)c3ccccc3C2C(=O)NCCc2ccc(OC)c(OC)c2)c1 (centres undefined)	-1%	4%
Cc1ccc(OCc2ccc(-c3nc(C#N)c(NCc4cccnc4)o3)o2)cc1	-8%	23%
CCCCC1CCC(C(=O)N2CC(=O)Nc3ccc(Br)cc3C2c2ccc(F)cc2)CC1 (centres undefined)	-18%	?
Cc1ccc(NC(=O)NCCc2c(C)nn(C)c2C)cc1Cl	?	16%
CCc1ccc(C2CC(=O)Oc3c2c(=O)n(C)c2ccccc32)cc1 (centres undefined)	33%[activator]	5%
CCC(C)NC(=O)c1ccc2nc(Cc3ccc(OC)cc3)oc2c1 (centres undefined)	2%	2%

Another view of 6 compounds above.
Each structure is followed by: UDG counterscr | AID inh
- CCc1c(C)sc2c1CCN(C(=O)Nc1ccccc1Cl)C2c1ccc(OC)cc1 (centres undefined)
→ -11% | -21%
- Cc1nc2ccn(Cc3ccco3)c(=O)c2cc1C(=O)N1CCN(c2ccccc2)CC1
→ 0%[57.5 µM] | 3%
- COc1ccc(NC(=O)C(NC(=O)Cc2cccs2)c2ccc(OC)cc2)cc1 (centres undefined)
→ -8% | 2%
- O=C(Nc1cc(Cl)ccc1Cl)C1=C(c2ccccc2)S(=O)(=O)CCO1
→ 10% | 0%
- COc1cc(-c2cc(OC)c3c(C)oc(C)c3c(=O)c2)ccc1OC(=O)c1ccccc1Cl
→ -13% | ?
- Fc1ccc(-c2ccc(CNCC3CCNCC3)o2)cc1
→ -4% | -1%

Following part
Compound	UDG counterscr	AID inh
COc1ccc(Cl)cc1NC(=O)CSc1nc(-c2ccccc2)c2ccccc2n1	6%	-12%
CCc1ccc(S(=O)(=O)c2nnn3c2nc(Nc2cccc(C)c2C)c2sccc23)cc1	3%	-1%
CCOC(=O)c1cccc(Nc2nc(C(=O)OCC)nc3ccccc23)c1	7%	-8%
Cc1ccc(C(=O)OCC(=O)c2ccc(-c3ccccc3)cc2)s1	-3%	31%[activator]
CCOc1ccc(NC(=O)CCc2ncc(-c3ccccc3F)o2)cc1	-5%	-1%
Cc1c2cnn(-c3ccccc3)c(=O)c2c(C)n1CCCC(=O)Nc1cc(F)ccc1F	-12%	?
CCOc1ccccc1Oc1c(C)oc2cc(OS(C)(=O)=O)ccc2c1=O	6%	2%
CCOC(=O)CN(CC1CC1)C(=O)Cc1ccc(C)s1	-3%	13%
O=C(c1ccncc1)N1N=C(C(F)(F)F)CC1(O)C(F)(F)F (centres undefined)	-2%	4%
CCOC(=O)c1c(C)[nH]c(C)c1S(=O)(=O)N1CCCC(C(=O)N2CCN(c3ccccc3F)CC2)C1 (centres undefined)	13%	0%
COc1ccc2cc(C(C)C(=O)NC3CC3)ccc2c1 (centres undefined)	1%	-8%
COc1ccc(-c2nc(C#N)c(N3CCC(C(N)=O)CC3)o2)cc1OC	4%	-4%
Clc1ccccc1CSc1nnc2c3ccccc3n(CCc3ccccc3)c2n1	0%	-10%
N[C@@H](Cc1ccc(O)c(I)c1)C(=O)O	-2%	7%
O=Nc1ccc2oc(=O)ccc2c1	-6%	-15%
CCOC(=O)C1CCCN(CC(=O)Nc2cc(C)c3c(=O)oc4ccccc4c3n2)C1 (centres undefined)	-5%	121%[activator]
Cc1c(C)c2cc(Cl)c(OC(C)C(=O)NCCN3CCOCC3)cc2oc1=O (centres undefined)	6%	1%
COc1ccc(C(=O)N(Cc2sccc2C)C2CCS(=O)(=O)C2)cc1 (centres undefined)	2%	10%
CC(C)(C)c1ccc(C(=O)NCCCCCCNC(=O)c2ccc(C(C)(C)C)cc2)cc1	9%	2%
Cc1ccc2sc(N(Cc3cccnc3)C(=O)CCOc3ccccc3)nc2c1C	-17%	4%

Remaining list, next part
SMILES	UDG counterscr	AID inh
CN(C)S(=O)(=O)c1ccc(NC(=O)CN2CCN(c3ccc(O)cc3)CC2)cc1	-1%	5%
CCN1CCN(c2csc3ccc(C)cc3c2=O)CC1	-1%	1%
Cc1nn(C)cc1S(=O)(=O)Nc1ccn(Cc2c(Cl)cccc2Cl)n1	14%	13%
Cc1ccc(-c2noc(CSc3nnc(C)n3-c3ccc(C)cc3)n2)cc1	-21%	?
Cc1c(C(=O)NCCc2nnc3n2CCCCC3)sc2ccccc12	-2%	-3%
CCOC(=O)C(Cc1c[nH]c2ccccc12)NC(=O)COc1ccc(CC)cc1 (centres undefined)	-8%[57.5 µM]	5%
O=C(/C=C/c1ccc(Cl)cc1)OC1CCCCC1=O (centres undefined)	5%	2%
CSc1ccc(/C=C(/C#N)C(=O)NC(C)C)cc1	11%	-1%
O=C(CC(CC(=O)c1ccccc1)c1cccs1)c1ccccc1	1%	-10%
O=C(Cc1coc2cc3c(cc12)CCC3)OCc1cccc([N+](=O)[O-])c1	-7%	-4%
COc1ccc(-c2nn3c(=O)cc(CN4CCN(C(=O)c5ccc(C(C)(C)C)cc5)CC4)nc3s2)cc1	?	179%[activator]
Cc1cc(=O)c(C(=O)OCCOc2ccccc2)nn1-c1cccc(C(F)(F)F)c1	1%	0%
Cc1ccc(NC(=O)c2oc3ccccc3c2NC(=O)c2cc3ccccc3o2)cc1	-7%	-3%
COC(=O)c1cc(-c2ccccn2)nc2ccccc12	11%	8%
Cc1cccc2c(=O)c(-c3ccccc3)c(N)oc12	-2%	3%
CCCNC(=O)c1cc2n(n1)CCCN(Cc1ccc(F)cc1)C2=O	1%	7%
CCCCOc1ccc(C#N)cc1OC	1%	-1%
COCCCn1c(=N)c(C(=O)NCc2cccnc2)cc2c(=O)n3cccc(C)c3nc21	4%	5%
COc1cccc(C(=O)Nc2cc3c(cc2C(=O)c2ccc(C)cc2)OCCO3)c1	11%	11%
Cn1c(NCCc2ccccc2)nc2c1c(=O)n(Cc1ccc(Cl)c(Cl)c1)c(=O)n2C	-1%	-11%
CCOC(=O)C1CCN(C(=O)Cn2nc(CC)n3c(cc4sccc43)c2=O)CC1	-3%	-4%
Cc1ccccc1S(=O)(=O)Nc1ccccc1SCc1cc(=O)n2cc(Cl)ccc2n1	3%	5%
COc1ccc(S(=O)(=O)NCCc2sc(-c3cccnc3)nc2C)c(F)c1	15%	133%[activator]
COc1cc(-c2cc(OC)c3c(C)oc(C)c3c(=O)c2)ccc1OC(=O)c1ccccc1F	-5%	-17%
CCCC(C)C(=O)NCc1ccccn1 (centres undefined)	7%	1%
O=C(NCCNC(=O)c1cc2ccccc2[nH]1)C(=O)N1CCN(Cc2ccccc2)CC1	10%	5%
Cc1ccc(-c2ccc(=O)n(Cc3noc(C(=O)NCc4ccco4)n3)n2)cc1	32%[activator]	-2%
CCn1c(SCc2coc(-c3cccs3)n2)nnc1-c1ccccc1	6%	-7%
CC(Cc1cccs1)N(Cc1ccc(Cl)cc1)C(=O)CC1CCCC1 (centres undefined)	-6%	-17%
CSCCOc1ccc(-c2ccccc2)cc1	-4%	-1%
CC(C)(C)c1ccc(CCC2OCC(CN3CCCC3)O2)cc1 (centres undefined)	-3%	-8%
COCCNc1ccc(-c2nc(-c3cccc(C)c3)no2)cc1[N+](=O)[O-]	?	5%
COc1ccc(OC)c(NC(=O)c2nc3ccccc3nc2N2CCOCC2)c1	-3%	5%
COC(=O)Cn1ccc2cc(S(=O)(=O)N3CCCCCC3)ccc21	0%	17%
CNc1cc(NS(=O)(=O)c2ccc(N)cc2)nc(NC)n1	-12%	19%
CCN(C(=O)c1ccc(F)cc1I)C1CC1	1%	-3%
O=C1c2ccccc2NC(c2cnn(-c3ccccc3)n2)N1c1ccc2c(c1)OCO2 (centres undefined)	-7%	4%
CCOC(=O)C1CCC(CN(Cc2ccc(Cl)cc2)S(=O)(=O)c2cccc(Cl)c2C)CC1 (centres undefined)	-2%	-7%
COc1ccc(C)cc1-n1nnnc1SCC(=O)Nc1ccc(N2CCCC2=O)cc1	-2%	28%
COc1ccc2nc(SC3CC(=O)N(c4cccc5ccccc45)C3=O)nc(C)c2c1 (centres undefined)	-6%	-4%
CCCCCCc1ccc(-c2ccc(/C=C/C(=O)O)cc2)nc1	-3%	-26%
Cc1cc(C)cc(NC(=O)CCc2nnc3n(CC(C)C)c(=O)c4ccccc4n23)c1	-7%	-2%
O=C(CCC1CCCO1)NC1CCCCNC1=O (centres undefined)	-5%	-5%
COc1cc2nc(Nc3cccc(C)c3)nc(N)c2cc1OC	-3%	-1%
O=C(CSc1c2c(nc3ccc(Cl)cc13)CCCC2)NCc1cccs1	-1%	-7%
CCOC(=O)c1oc2cc(OC)ccc2c(=O)c1-c1ccc(Br)cc1	1%	-5%
Cc1nc2sc(C#N)c(N)c2c(C)c1Cl	-2%	3%
CCCCCCCCCCCCS(=O)CC(Cl)CCl (centres undefined)	-2%	-2%
COc1ccc(Nc2nc(-c3ccc(CNC(C)=O)s3)cs2)cc1	-5%	-11%
CCn1c2c(c(=O)n3ncc(C(=O)Nc4cccc(Cl)c4C)c13)CN(Cc1ccc(OC)cc1)CC2	-7%	14%
COc1ccc(CNC(=O)CSc2nc(-c3ccc(OC)cc3)cc(C(F)(F)F)n2)cc1	0%	0%
CCOc1ccc(-c2cc(C(=O)Oc3ccc(F)cc3)no2)cc1	-3%	3%
COc1ccccc1C(=O)COC(=O)C1(c2ccc(F)cc2)CCCC1	-8%	5%
